# JMJD2A Tudor = qHTS Assay for Inhibitors of JMJD2A-Tudor Domain | Lysine-specific demethylase 4A (Homo sapiens), O75164 | Potency, µM (series often up to 114 µM), for inactives: top-dose activity change, negative = inhibition, hits mostly inhibitors | 390,000 compounds, 4.4% hits | AlphaScreen JMJD2A-Tudor / H3K4me3 peptide binding | AID 504339, 2011; further: potency means the concentration at half of the fitted maximal effect; on the % scale 0 is the no-effect control and ±100 the full control effect; nearly all actives have a fitted effect of over 50% in size
# Tb PGK inh = qHTS Assay to Find Inhibitors of Phosphoglycerate Kinase | 380,000 compounds, 0.043% hits | PGK/GAPDH coupled, Kinase-Glo luminescence, 60 min | Potency, µM (top dose mostly 57.5 µM), for inactives: at the highest dose activity change, negative = inhibition, actives largely listed as inhibitors | AID 602233, 2012; further: potency means the concentration at half of the fitted maximal effect; on the % scale 0 is the no-effect control and ±100 the full control effect; nearly all actives have a fitted effect of over 60% in size
#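 Recombinant glycosomal PGK reaction used 1,3-bisphosphoglycerate generated in-well by GAPDH (100nM final) in 100mM TEA pH 7.6, 5mM MgCl2, 0.01% Tween-20. After 60 minutes at room temperature, ATP was read by Kinase-Glo Plus luminescence end-point.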
# ERG-DNA inh = qHTS for Small Molecule Inhibitors of the ERG Ets/DNA interaction. fluorescence polarization, His-ERG Ets domain / labelled DNA. Potency, µM (doses to about 76.9 µM), for inactives: at the top dose FP activity, negative = inhibition, most hits filed as inhibitors. 370,000 compounds, 0.028% hits; active means well fitted inhibition curve with a large enough effect in the polarisation, with a control signal flat; inconclusive means small, poorly fitted or top-dose-only effect, or effect the other way, or a change in a side signal; inactive means no such curve, though single readings can be large or run the other way; the % refers to the polarisation;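 further: polarization taken with two DNA probes labelled with fluorescein and Texas red; potency means the concentration at half of the fitted maximal effect; % of control where 0% means no effect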
#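 His-tagged ERG Ets domain (1 uM in the protein solution; 300mM KCl, 50mM Tris-HCl, 1mM EDTA, 1mM DTT, pH 7.5) received compound, then a probe mix of 5 nM fluorescein-DNA and 100nM Texas-615-DNA. Fluorescence polarization was read for both dyes.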
# Pin1 inhibitor = qHTS Assay to Find Inhibitors of Pin1; 390,000 compounds, 0.009% hits; Potency, µM (top dose mostly 115 µM), for the others: at the highest dose activity, negative = inhibition, actives largely listed as inhibitors; Pin1 FP peptide displacement, HiFluor488, 10 min; Peptidyl-prolyl cis-trans isomerase NIMA-interacting 1 (Homo sapiens), Q13526; active means well fitted inhibition curve with a large enough effect in the polarisation, with a control signal flat, not every such curve was filed as active; inconclusive means small, poorly fitted or top-dose-only effect, or effect the other way, or a change in a side signal; inactive means no such curve, though single readings can be large or run the other way; the % refers to the polarisation; further: potency means the concentration at half of the fitted maximal effect; on the % scale 0 is the no-effect control and ±100 the full control effect
# Target sequence (Q13526 whole entry, looked up): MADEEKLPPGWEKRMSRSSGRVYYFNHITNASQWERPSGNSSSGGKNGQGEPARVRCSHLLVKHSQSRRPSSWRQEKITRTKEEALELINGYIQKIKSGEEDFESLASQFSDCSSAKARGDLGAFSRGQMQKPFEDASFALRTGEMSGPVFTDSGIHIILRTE
# BAZ2B block = qHTS Assay for Inhibitors of BAZ2B; AlphaScreen BAZ2B-H3K14Ac peptide displacement; Bromodomain adjacent to zinc finger domain protein 2B (Homo sapiens), Q9UIF8; Potency, µM (top dose mostly 114 µM), inactives show at the top dose activity change, negative = inhibition, usual class: inhibitors; 360,000 compounds, 4.4% hits; further: potency means the concentration at half of the fitted maximal effect; on the % scale 0 is the no-effect control and ±100 the full control effect; nearly all actives have a fitted effect of over 60% in size
#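 Multi-concentration screen (max 110 uM) measuring displacement of acetylated histone H3 peptide from BAZ2B by AlphaScreen, using 50 nM protein, 50 nM peptide and 10 ug/mL streptavidin donor plus Ni-chelate acceptor beads.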
# G9a block = qHTS Assay for Inhibitors of Histone Lysine Methyltransferase G9a; Potency, µM (series often up to 102 µM), inactives show at the highest dose activity, negative = inhibition, usual class: inhibitors; G9a H3K9 monomethylation, AlphaScreen, 2 h; 350,000 compounds, 8.8% hits; further: potency means the concentration at half of the fitted maximal effect; on the % scale 0 is the no-effect control and ±100 the full control effect; nearly all actives have a fitted effect of over 75% in size
#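 Compounds were preincubated with 20 nM G9a for 15 min, after which biotinylated H3K9 peptide (500 nM) and SAM (20 uM) started a 2 h room-temperature reaction. Monomethylated product was quantified by antibody-based AlphaScreen chemiluminescence.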
# PI4K2A inh = qHTS for small molecular inhibitors of PI4K2A; 420,000 compounds, 0.13% hits; Phosphatidylinositol 4-kinase type 2-alpha (Homo sapiens), Q9BTU6; activity change, negative = inhibition, % at 76.9 µM; purified PI4K2A, ADP-Glo luminescence, 1 h; stronger effect = lower value; in the data active means activity change below about -50%; inconclusive means mostly about -30% to -49%;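 further: -100% = wells without enzyme as full effect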
#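 PI4K2A activity was measured by ADP-Glo luminescence: enzyme (4 ug/mL stock) and phosphatidylinositol (1.2 mM stock) in Tris pH 7.5/MgCl2/EGTA/Triton X-100 buffer were reacted with ATP (300 microM stock) for one hour at ambient temperature.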
# GLS inh = qHTS for Inhibitors of Glutaminase (GLS); GLS enzymatic activity, qHTS titration; Potency, µM (series often up to 45.5 µM), inactives show at the top dose activity change, negative = inhibition, hits mostly inhibitors; 410,000 compounds, 0.21% hits; AID 624170, 2012; further: potency means the concentration at half of the fitted maximal effect; on the % scale 0 is the no-effect control and ±100 the full control effect
# Target sequence (O94925 whole entry, looked up): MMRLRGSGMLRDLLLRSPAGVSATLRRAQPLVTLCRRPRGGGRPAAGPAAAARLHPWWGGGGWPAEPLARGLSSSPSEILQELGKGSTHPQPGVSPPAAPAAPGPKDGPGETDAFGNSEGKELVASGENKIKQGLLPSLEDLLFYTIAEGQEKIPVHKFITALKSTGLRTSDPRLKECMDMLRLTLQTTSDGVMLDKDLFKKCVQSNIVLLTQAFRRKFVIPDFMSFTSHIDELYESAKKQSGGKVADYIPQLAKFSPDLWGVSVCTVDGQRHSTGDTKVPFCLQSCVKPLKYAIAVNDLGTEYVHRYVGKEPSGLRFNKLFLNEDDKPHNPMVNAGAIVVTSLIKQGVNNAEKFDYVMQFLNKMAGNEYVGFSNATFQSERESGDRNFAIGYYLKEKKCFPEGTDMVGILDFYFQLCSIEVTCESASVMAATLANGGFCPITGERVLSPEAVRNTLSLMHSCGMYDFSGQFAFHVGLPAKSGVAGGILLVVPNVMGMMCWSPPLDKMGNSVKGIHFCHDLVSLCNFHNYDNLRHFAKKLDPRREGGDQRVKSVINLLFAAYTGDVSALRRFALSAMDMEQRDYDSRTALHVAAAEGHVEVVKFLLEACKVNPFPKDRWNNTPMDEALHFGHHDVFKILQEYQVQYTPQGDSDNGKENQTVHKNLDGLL
#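 Enzyme dispensed in phosphate buffer (45 mM, pH 8.2, 0.02% Tween-20), compounds pinned in, then 1 mM L-glutamine solution and the glutamate oxidase–HRP–Amplex Red mix added; fluorescence read immediately and again after 30 min at room temperature.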
# HP1b binding inh = HTS for Inhibitors of HP1-beta Chromodomain Interactions with Methylated Histone Tails; Chromobox protein homolog 1 (Homo sapiens), P83916; 390,000 compounds, 0.56% hits; AID 540317, 2011; AlphaScreen HP1-beta / biotin-H3K9me3 peptide binding; Potency, µM (titrated, usually from 114 µM), without a hit: at the highest dose activity change, negative = inhibition, hits mostly inhibitors; further: potency means the concentration at half of the fitted maximal effect; nearly all actives have a fitted effect of over 70% in size; inactives centre near 23
# Target sequence (P83916 whole entry, looked up): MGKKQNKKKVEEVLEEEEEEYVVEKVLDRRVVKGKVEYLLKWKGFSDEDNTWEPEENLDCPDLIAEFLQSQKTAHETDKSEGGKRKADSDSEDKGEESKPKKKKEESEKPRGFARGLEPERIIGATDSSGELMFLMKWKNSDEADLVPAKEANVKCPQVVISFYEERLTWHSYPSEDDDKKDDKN
#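 Compound inhibition of the preformed complex between 50 nM HP1-beta and 50 nM biotinylated H3K9me3 peptide was read by AlphaScreen. Buffer was PBS pH 7.4 with 0.01% Tween-20. Incubations ran 30 min at room temperature, with 10 ug/mL donor/acceptor beads.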
# * = called active by the depositor; i = inactive; ? = inconclusive; / = not tested or not shown; & = joins results of further samples; [ ] = another dose, or the depositor's remark. Unless noted, the call rests on the fitted dose curve; in most records, active means well fitted curve in the direction sought with a large enough effect; inconclusive means small, poorly fitted or top-dose-only effect, or another doubt; inactive means no such curve, though single readings can be large; an effect the other way counts as inactive or inconclusive.
SMILES,JMJD2A Tudor,Tb PGK inh,ERG-DNA inh,Pin1 inhibitor,BAZ2B block,G9a block,PI4K2A inh,GLS inh,HP1b binding inh
O=C(c1cc(S(=O)(=O)N2CCOCC2)ccc1F)N1CCN(Cc2ccccc2)CC1,-9.1%,-5.5%,-2.7%,-7.5%,-1.6%,7.7%[12.7 µM],-2.1,1.7%,20.5%
COC1=C(Nc2ccccc2)C(=O)c2ccccc2C1=O,14.1µM*,-6.7%,-7.1%,-1.9%,14.1µM*,11.2µM*,?,-14.9%,35.5µM*
COC(=O)Cn1c2ccc(OC)cc2c2nc3ccccc3nc21,23.8%,-5.6%,2.1%,2.6%,8.4%,3.3%,2.0,0.9%,19.6%
Oc1cc2c(c(Cl)c1O)CCNCC2c1ccccc1 (centres undefined),44.7µM*,-9.1%,-4.8%,-1.3%,/,10.6µM*,-2.9&1.0,?,-9.8%
O=C(NCCCO)C(=O)Nc1c2c(nn1-c1ccc(F)cc1)CSC2,-13.3%,5.3%,-0.2%,2.4%,-16.6%,11.2µM*,-1.8,1.7%,18.6%
CCOc1ccc(C(=O)OCC(=O)N(Cc2ccccc2)Cc2ccccc2)cc1OC,6.0%,-2.3%,-6.7%[15.4 µM],-0.2%,4.1%,-3.3%[12.7 µM],-1.2,-2.1%,30.0%
Cc1cc(OCc2n[nH]c(=S)n2-c2ccccc2)ccc1Cl,?,-1.2%,-9.3%,-7.2%,-7.4%,/,-3.2,12.9%,7.7%
O=C(Nc1ccc(Br)cc1)Nn1cnnc1,-12.4%,i,20.1%,-3.2%,-10.7%,40.1%,-0.3,-2.6%,5.9%
O=C(OCC(O)CN1CCCCC1)C12CC3CC(CC(C3)C1)C2 (centres undefined),3.5%,14.6%,-0.6%,5.7%,6.1%,18.5%,3.1,7.6%,30.6%
COc1cc(OC)cc(C(=O)NC(=S)NCc2ccco2)c1,-33.6%,-2.2%,-2.5%,-3.7%,-7.4%,44.7µM*,1.8,3.2%,-0.2%
CSc1cccc(NC(=S)N(Cc2ccccc2)Cc2ccccn2)c1,4.5%,4.1%,0.2%,17.5%,-30.0%,57.8%[activator][59 µM],-8.9,-5.6%,38.8%[activator]
CCn1c(-c2csc3c2CCC(C)C3)n[nH]c1=S (centres undefined),35.5µM*,-3.2%,-13.7%,-0.3%,-30.4%,6.31µM*,-4.0,-15.7%,-10.3%
CCOc1ccc(NC(=O)NCc2cccn2C)cc1,-20.5%,-13.2%,7.9%,-11.8%,?,-11.6%,-0.4,37.5%[activator],15.8%
O=C(CSc1nnc(NC(=O)C2CC(=O)N(c3ccc(F)cc3)C2)s1)NC1CCCC1 (centres undefined),-15.3%,5.6%,-2.1%,2.5%,-18.7%,25.1µM*,-2.7,7.7%,41.2%[activator]
CCN(C[C@H]1N[C@@](CC)(C(=O)OC)[C@H]2C(=O)N(Cc3ccccc3)C(=O)[C@@H]12)S(=O)(=O)c1ccccc1,-12.9%,-4.3%,-7.0%,4.4%,/,/,1.6,-7.7%,76.0%[activator]
O=C(CN(C(=O)c1csnn1)c1ccc(Cl)cc1)NC1CCCC1,-5.5%,1.8%,2.5%,-4.1%,0.7%,10.5%,-7.6,-0.7%,18.7%
CC1CN(C(=O)CSc2nc(N)cc(N)n2)CC(C)O1 (centres undefined),5.1%,-9.7%,-9.7%,5.9%,7.8%,13.2%[2.33 µM],13.0,-5.8%,26.0%
CCOC(=O)CCc1c(C(=O)OCC)[nH]c(CC)c1C(=O)OCc1ccccc1,-5.6%,4.4%,2.2%,-1.4%,-14.4%,47.3%,1.3,-13.8%,20.0%
O=C1CN(C(=O)c2ccccc2Br)C(c2ccc(F)cc2)c2cc(F)ccc2N1 (centres undefined),-6.0%,/,0.8%,0.2%,-3.2%,20.8%,-4.8,0.1%,52.9%[activator]
CCc1ccc(S(=O)(=O)NCC(O)COc2ccc(OC)cc2)cc1 (centres undefined),6.7%[57.1 µM],i,7.2%,4.9%,-7.0%,-5.8%,-0.6,-10.6%,39.5%[activator]
CSc1ccc(CNC(=O)C2CCC(=O)N(CCc3cccc(F)c3)C2)cc1 (centres undefined),-12.5%,-8.1%,-2.5%,1.9%,-32.4%,17.7%[59 µM],-0.2,-3.0%,45.8%[activator]
CCOC(=O)COc1ccc(S(=O)(=O)Nc2ccc3c(c2)OCCO3)cc1,-22.1%,-8.0%,/,-9.4%,5.5%,-5.7%[59 µM],-1.1,19.0%,19.2%
Cc1ccc(S(=O)(=O)/C=C2\NC(=O)CS2)cc1,0.0%,0.1%,12.9%,-0.7%,4.2%,?,-7.8,59.2%[activator],63.5%[activator]
O=C(NCc1cccc(F)c1)C1CCC(=O)N(CC2CCCCC2)C1 (centres undefined),-1.4%,8.6%,4.1%,-10.1%,-4.2%,/,0.5,18.8%,12.1%
COc1ccc(OC)c(C(C)NC=O)c1 (centres undefined),-12.9%,/,/,-0.4%,-2.0%,1.4%[59 µM],-0.2,13.2%,16.5%

# Sorted by value in ERG-DNA inh (lowest first): 3 from the list above
mol	ERG-DNA inh
O=C(OCC(O)CN1CCCCC1)C12CC3CC(CC(C3)C1)C2 (centres undefined)	-0.6%
COC(=O)Cn1c2ccc(OC)cc2c2nc3ccccc3nc21	2.1%
CCc1ccc(S(=O)(=O)NCC(O)COc2ccc(OC)cc2)cc1 (centres undefined)	7.2%

# The list goes on:
SMILES,JMJD2A Tudor,Tb PGK inh,ERG-DNA inh,Pin1 inhibitor,BAZ2B block,G9a block,PI4K2A inh,GLS inh,HP1b binding inh
CCOc1cc(-c2noc(CCCC(N)=O)n2)cc(Br)c1OC,6.1%,1.8%,2.4%,6.7%,-3.1%,13.0%,4.1,0.4%,37.2%[activator]
CCCn1c(O)c(N=NC(=O)c2cccnc2)c2cc(Br)ccc21,-3.2%,-1.7%,-19.1%,-0.2%,-10.7%,/,-4.9,-4.7%,16.3%
CC(=O)Nc1ccc(OCC(O)Cn2c3ccccc3c3ccccc32)cc1 (centres undefined),-26.2%,-1.2%,-6.0%,-1.5%,-8.5%,-18.1%,-5.7,-2.4%,9.3%
COc1ccc(CC(=O)Nc2ccc(/C(C)=N/NC(=O)c3cccc([N+](=O)[O-])c3)cc2)cc1,-10.4%,12.1%,-4.5%,-7.5%,-6.9%,-12.0%[59 µM],2.9,16.5%,11.4%
C#CCn1c(O)c(N=NC(=O)CNC(=O)/C=C/c2ccccc2)c2ccccc21,-13.7%,-1.0%,9.7%,11.5%,2.8%,-6.6%,2.4,-1.5%,23.6%
CN(C)C(CNC(=O)c1cccc(C#N)c1)c1ccco1 (centres undefined),-6.8%,-4.4%,-0.1%,-3.0%,-13.9%,?,-2.0,-3.1%,47.6%[activator]
CC1(NC(=O)N2CCCCC2)CCS(=O)(=O)C1 (centres undefined),-15.0%,i,-8.3%,-3.9%,-1.2%,22.9%,0.4,-12.4%,5.1%
O=C(CSc1nc2c([nH]c3ccccc32)c(=O)n1-c1ccccc1)Nc1ccc2c(c1)OCO2,-12.9%,-6.9%,1.1%,5.7%,-6.8%,-1.2%[59 µM],3.4,-11.5%,19.1%[57 µM]
CCOC(=O)[C@@H]1[C@H]2COc3ccccc3[C@@H]2N2C(=O)N(c3cccc(F)c3)C(=O)[C@]12C,-11.4%,-8.0%,-2.0%,0.0%,/,/,-2.2,-2.9%,19.1%
O=C(CN(Cc1ccc(Br)cc1)S(=O)(=O)c1ccccc1)NCc1ccncc1,-7.6%,-1.2%,-6.7%,0.7%,-3.9%,/,-4.5,3.9%,29.9%
CCOC(=O)N1CCN(S(=O)(=O)c2ccc(OC)c(C(=O)N3CCCCC3)c2)CC1,-6.7%,-5.0%,-1.4%,3.4%,-15.9%,8.3%,-1.4,-0.4%,9.1%
COc1cccc(-c2csc3nnc(SCC(=O)c4ccc(NC(C)=O)cc4)n23)c1,-15.5%,-7.7%,1.6%,102.5%[activator],3.9%,?,-6.2,-8.3%,36.2%
CCOc1ccc2[nH]c(=O)c(CN(CCO)C(=O)CC)cc2c1,-25.2%,-3.2%,8.9%,-6.3%,-19.8%,-4.3%[12.7 µM],17.4,9.5%,14.9%
COc1ccc(Cc2nnc(SCC(=O)Nc3ccc(C)c(Cl)c3)[nH]c2=O)cc1,-12.1%,-1.0%,18.4%,59.8%[activator],8.7%,-0.3%,-3.8,11.2%,3.3%
Cc1cccc(COc2ccc(/C=N/NC(=O)c3nnn(-c4nonc4N)c3CN3CCCCC3)cc2)c1,-8.9%,-7.6%,5.7%,13.8%,-13.1%,-18.8%,4.3,5.5%,9.9%[57 µM]
CC1CC(C)CN(C(=O)C2CCCN(c3ncnc4c3nc3n4CCCCC3)C2)C1 (centres undefined),-21.4%,-7.1%,-2.4%,30.6%[activator],2.2%,-11.5%,-1.0,-0.1%,13.9%

# Source: PubChem
